TRb SRC2 PPI: inhibitors of human thyroid hormone receptor beta-SRC2 interaction. P10828. TRbeta-SRC2 peptide binding, fluorescence polarization; receptor liganded with 1 µM T3. Potency, µM (titrated, usually from 106 µM), inactives show top-dose activity change, negative = inhibition, most hits filed as inhibitors. actives 0.065% (n = 280,000). AID 1469;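 further: plate controls were bound peptide for no effect and peptide without receptor for full effect; nearly all actives have a fitted effect of over 50% in size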
Target sequence (P10828 whole entry, looked up): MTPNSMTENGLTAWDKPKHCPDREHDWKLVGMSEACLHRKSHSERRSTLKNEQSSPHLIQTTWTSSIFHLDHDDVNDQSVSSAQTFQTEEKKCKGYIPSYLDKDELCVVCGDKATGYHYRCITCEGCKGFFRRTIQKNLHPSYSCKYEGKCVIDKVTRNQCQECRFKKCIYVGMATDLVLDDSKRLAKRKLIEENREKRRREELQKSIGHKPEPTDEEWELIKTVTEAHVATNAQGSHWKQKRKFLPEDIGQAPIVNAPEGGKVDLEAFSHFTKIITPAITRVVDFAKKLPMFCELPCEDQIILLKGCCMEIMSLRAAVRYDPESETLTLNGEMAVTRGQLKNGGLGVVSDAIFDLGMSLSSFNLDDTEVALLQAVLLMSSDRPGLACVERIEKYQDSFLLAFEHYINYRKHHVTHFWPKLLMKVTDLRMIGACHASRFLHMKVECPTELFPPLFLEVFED
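A fluorescence polarization screen tested compounds at multiple concentrations against complex formation between 0.6 uM TRb ligand-binding domain and 20 nM Texas Red SRC2 peptide, with 1 uM T3 present; readout after 5 hr.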
TR SRC2 fluor cs: alters Texas Red total fluorescence, flagging assay interference. TRb/SRC2 Texas Red total fluorescence interference. Potency, µM (top dose mostly 106 µM), for the others: at the highest dose fluorescence change, negative = quenching. actives 0.29% (n = 280,000). AID 1479; active means well fitted curve in either direction with a large enough effect; inconclusive means small, poorly fitted or top-dose-only effect
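Flags fluorescent or light-absorbing compounds by total fluorescence, S + 2P, at 555 nm excitation and 632 nm emission. Mixture: 20 nM Texas Red SRC2 peptide, 0.6 uM human TRb LBD, 1 uM T3, 5% DMSO; compound exposure 5 h at ambient temperature.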
Tau fibril ThT: inhibitors of human tau fibril formation, thioflavin T binding; P10636; recombinant tau K18 P301L (four-repeat tau fragment), heparin-induced fibrillization, ThT fluorescence; Potency, µM (titrated, usually from 57.4 µM), for inactives: at the highest dose activity, negative = inhibition, actives largely listed as inhibitors; actives 2.1% (n = 270,000); AID 1460; further: nearly all actives have a fitted effect of over 55% in size
Target sequence (P10636 561-689 P618L limits assumed): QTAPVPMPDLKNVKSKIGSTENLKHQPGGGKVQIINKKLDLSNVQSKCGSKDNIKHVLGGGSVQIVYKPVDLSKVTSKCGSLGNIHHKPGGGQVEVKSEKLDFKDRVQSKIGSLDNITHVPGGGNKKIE
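Recombinant human tau K18 fragment […] carrying P301L, 15 uM unlabeled plus 0.24 uM Alexa 594-labeled, was fibrillized with 20 uM heparin in 100 mM sodium acetate pH 7 for 6 hr at 37 C; 30 uM ThT fluorescence read after 1 hr.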
RECQ1 inh: inhibitors of human RECQ1 DNA helicase; Potency, µM (titrated, usually from 57.3 µM), without a hit: at the top dose activity, negative = inhibition, usual class: inhibitors; AID 2549; actives 0.54% (n = 240,000); RECQ1 DNA unwinding, red fluorescence kinetic read; P46063;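 further: plate controls were vehicle for no effect and no enzyme for full effect; nearly all actives have a fitted effect of over 30% in size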
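RECQ1T1 50 nM; forked duplex (20 bp + 30-nt ss tails) 200 nM, ATP 2 mM final; pH 8.0, 2 mM MgCl2, 2.5 ug/ml poly(dI-dC); 15 min compound preincubation; discontinuous kinetic read over 2 h at RT.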
Tau FP inhib: tau fibrillization inhibition (FP); actives 0.39% (n = 280,000); P10636; K18 P301L tau heparin fibrillization, Alexa594 FP, 6 h; Potency, µM (highest dose often 57.7 µM), for inactives: top-dose activity, negative = inhibition, usual class: inhibitors; AID 1468; further: nearly all actives have a fitted effect of over 55% in size
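FP of Alexa 594-tau after heparin (20 uM) induction. Substrate: human K18 P301L, 15 uM unlabeled, 0.24 uM labeled. Buffer 100 mM sodium acetate pH 7. 6 hr, 37 C.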
RGS12 GoLoco inh: inhibitors of human Gai1-RGS12 GoLoco interaction (red fluorophore); actives 0.44% (n = 230,000); Gai1:RGS12 GoLoco peptide FP, rhodamine, 10 min; P63096; Potency, µM (top dose mostly 61.6 µM), for inactives: at the highest dose activity, negative = inhibition, actives largely listed as inhibitors; AID 880; active means well fitted inhibition curve with a large enough effect, not every such curve was filed as active; inactive means no such curve, though single readings can be large or run the other way; further: nearly all actives have a fitted effect of over 30% in size; many of its hits are not listed in these tables
Target sequence (P63096 whole entry, looked up): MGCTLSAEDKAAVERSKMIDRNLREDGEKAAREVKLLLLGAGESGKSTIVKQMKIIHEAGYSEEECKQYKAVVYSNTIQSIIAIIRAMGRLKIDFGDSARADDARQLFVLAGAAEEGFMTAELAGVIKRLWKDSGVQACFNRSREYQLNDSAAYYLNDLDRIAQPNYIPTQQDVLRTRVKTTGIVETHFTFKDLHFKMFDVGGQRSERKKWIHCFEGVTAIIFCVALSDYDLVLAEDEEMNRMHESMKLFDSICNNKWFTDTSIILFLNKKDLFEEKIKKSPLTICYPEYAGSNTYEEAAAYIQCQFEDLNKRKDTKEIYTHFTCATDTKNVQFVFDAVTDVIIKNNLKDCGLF
KDM4E inh: inhibitors of human JMJD2E histone demethylase; B2RXH2; JMJD2E catalytic domain, FDH-coupled NADH fluorescence (FDH is formaldehyde dehydrogenase); Potency, µM (top dose mostly 57.1 µM), inactives show at the top dose activity change, negative = inhibition, most hits filed as inhibitors; actives 1.6% (n = 230,000); AID 2147; active means well fitted inhibition curve with a large enough effect, not every such curve was filed as active; inconclusive means small, poorly fitted or top-dose-only effect, or another doubt; inactive means no such curve, though single readings can be large or run the other way;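 further: 0% = wells with enzyme and -100% = buffer wells without enzyme; nearly all actives have a fitted effect of over 50% in size; many of its hits are not listed in these tables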
L3MBTL1 block: blocks human L3MBTL1; AlphaScreen L3MBTL1–H3K9me1 peptide binding; Potency, µM (series often up to 57.1 µM), without a hit: at the highest dose activity, negative = inhibition, most hits filed as inhibitors; actives 0.66% (n = 230,000); further: nearly all actives have a fitted effect of over 60% in size
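First, the protein-peptide complex forms for 30 min at room temperature (L3MBTL1 50 nM, biotinylated H3K9me1 peptide 75 nM). Next, compounds are pin-transferred and incubated 30 min. Finally, AlphaScreen beads are added and read after 30 min.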
Active calls of the source: *. Unless noted, the call rests on the fitted dose curve; in most records, active means well fitted curve in the direction sought with a large enough effect; inconclusive means small, poorly fitted or top-dose-only effect, or another doubt; inactive means no such curve, though single readings can be large; an effect the other way counts as inactive or inconclusive. Unless noted, on the % scale 0 is the no-effect control and ±100 the full control effect; potency means the concentration at half of the fitted maximal effect. This is a subset. The share of hits here may be higher or lower than overall.

Screening CCNC(=S)NNC(=O)c1c(Cl)c(C)nn1C returned TRb SRC2 PPI 0%, TR SRC2 fluor cs -1%, Tau fibril ThT -5%, RECQ1 inh inactive, Tau FP inhib -7%, RGS12 GoLoco inh 4%, KDM4E inh -9% and L3MBTL1 block 6%.
O=C1CC(c2ccc(Cl)cc2)c2cc3c(cc2N1)OCCO3 (stereo unspecified) was read as TRb SRC2 PPI 1%, TR SRC2 fluor cs -1%, Tau fibril ThT -1% and Tau FP inhib 4%.
Screening CCn1c(/C=C2\C(=O)N(C(C)C)c3ccccc32)nc2ccccc2c1=O returned TRb SRC2 PPI 3%, TR SRC2 fluor cs -3%, Tau fibril ThT inconclusive, RECQ1 inh -18%, Tau FP inhib 6%, RGS12 GoLoco inh 0%, KDM4E inh inconclusive and L3MBTL1 block inconclusive.
`CNc1nc2ccccc2n1N` gave TRb SRC2 PPI -3%, TR SRC2 fluor cs -4%, Tau fibril ThT -14%, RECQ1 inh -5%, Tau FP inhib -1%, RGS12 GoLoco inh -27%, KDM4E inh -1% and L3MBTL1 block -18%.
Screening CCc1ccc(C(=O)NCc2ccc(Cl)cc2)cc1 returned TRb SRC2 PPI -25%, TR SRC2 fluor cs 2%, Tau fibril ThT -6%, RECQ1 inh -5%, Tau FP inhib -2%, RGS12 GoLoco inh -8%, KDM4E inh 2% and L3MBTL1 block 13%.
For NC(=O)c1ccccc1N(Cc1ccccc1)S(=O)(=O)c1ccccc1 the results were TRb SRC2 PPI -4%, TR SRC2 fluor cs -1%, Tau fibril ThT -4%, RECQ1 inh inactive, Tau FP inhib -2%, RGS12 GoLoco inh 7%, KDM4E inh 11% and L3MBTL1 block 4%.
Cc1cccc[n+]1CC(=O)Nc1ccc([N+](=O)[O-])cc1Cl was read as TRb SRC2 PPI 0%, TR SRC2 fluor cs -4%, Tau fibril ThT 3%, RECQ1 inh -4%, Tau FP inhib 0%, RGS12 GoLoco inh -2%, KDM4E inh 1% and L3MBTL1 block 3%.
For COc1ccc(-c2nnn(CC(=O)NCCc3c[nH]c4ccccc34)n2)cc1OC the results were TRb SRC2 PPI 0%, TR SRC2 fluor cs -7%, Tau fibril ThT -13%, RECQ1 inh -1%, Tau FP inhib 3%, RGS12 GoLoco inh 6%, KDM4E inh -2% and L3MBTL1 block -8%.
`CCCNC(=O)c1ccc(Cn2c(SCC(=O)NC(C)C)nc3ccccc3c2=O)cc1` gave TRb SRC2 PPI 2%, TR SRC2 fluor cs -2%, Tau fibril ThT 7% and Tau FP inhib -11%.
For CCc1ccc(-c2cc(C(=O)N3N=C(C(F)F)CC3(O)C(F)F)c3ccccc3n2)cc1 (stereo unspecified) the results were TRb SRC2 PPI 3%, TR SRC2 fluor cs -2%, Tau fibril ThT -2%, RECQ1 inh -13%, Tau FP inhib inconclusive, RGS12 GoLoco inh 5%, KDM4E inh inconclusive and L3MBTL1 block -1%.

Next section; it opens with the two that closed the last part.
`CCCNC(=O)c1ccc(Cn2c(SCC(=O)NC(C)C)nc3ccccc3c2=O)cc1` gave TRb SRC2 PPI 2%, TR SRC2 fluor cs -2%, Tau fibril ThT 7% and Tau FP inhib -11%.
For CCc1ccc(-c2cc(C(=O)N3N=C(C(F)F)CC3(O)C(F)F)c3ccccc3n2)cc1 (stereo unspecified) the results were TRb SRC2 PPI 3%, TR SRC2 fluor cs -2%, Tau fibril ThT -2%, RECQ1 inh -13%, Tau FP inhib inconclusive, RGS12 GoLoco inh 5%, KDM4E inh inconclusive and L3MBTL1 block -1%.
`CN(CCOc1ccc(CC2SC(=O)NC2=O)cc1)c1ccccn1` (stereo unspecified) gave TRb SRC2 PPI 13%, TR SRC2 fluor cs -2%, Tau fibril ThT -6%, RECQ1 inh 5%, Tau FP inhib 3%, RGS12 GoLoco inh 7% and KDM4E inh inconclusive.
For COc1ccc(-c2cc(C(F)(F)F)nc(SCC(=O)Nc3ccc(C(C)=O)cc3)n2)cc1 the results were TRb SRC2 PPI -3%, TR SRC2 fluor cs -13%, Tau fibril ThT 9% and Tau FP inhib inconclusive.
COc1ccc(S(=O)(=O)n2nc(-c3ccc(Cl)cc3)cc2N)cc1OC was read as TRb SRC2 PPI -7%, TR SRC2 fluor cs -4%, Tau fibril ThT -14%, RECQ1 inh -7%, Tau FP inhib -12%, RGS12 GoLoco inh -9% and KDM4E inh -3%.
COc1ccc(-n2c(C)ccc2C)c([N+](=O)[O-])c1 was read as TRb SRC2 PPI -1%, TR SRC2 fluor cs -4%, Tau fibril ThT -14%, RECQ1 inh -20%, Tau FP inhib 4%, RGS12 GoLoco inh 13%, KDM4E inh -21% and L3MBTL1 block -29%.
Screening Cc1ccc(CNC(=O)C2c3ccccc3C(=O)N3CCc4ccccc4C23)o1 (stereo unspecified) returned TRb SRC2 PPI 3%, TR SRC2 fluor cs -4%, Tau fibril ThT inconclusive, RECQ1 inh inactive, Tau FP inhib inconclusive, RGS12 GoLoco inh -12%, KDM4E inh inconclusive and L3MBTL1 block 1%.
O=C(COc1ncnc2ccc(Br)cc12)Nc1ccc(N2CCOCC2)cc1 was read as TRb SRC2 PPI 2%, TR SRC2 fluor cs -2%, Tau fibril ThT -19%, RECQ1 inh inactive, Tau FP inhib 13%, RGS12 GoLoco inh 2%, KDM4E inh -1% and L3MBTL1 block 3%.
For CCOC(=O)c1oc2c(CN3CCCCC3C)c(O)ccc2c(=O)c1-c1ccc(OC)c(OC)c1 (stereo unspecified) the results were TRb SRC2 PPI 0%, TR SRC2 fluor cs 0%, Tau fibril ThT -7%, RECQ1 inh -1%, Tau FP inhib 6%, RGS12 GoLoco inh 5%, KDM4E inh 9% and L3MBTL1 block 4%.
O=C(NCc1ccc(F)cc1)C(c1ccncc1)N(C(=O)c1csnn1)C1CC1 (stereo unspecified) was read as TRb SRC2 PPI -8%, TR SRC2 fluor cs -4%, Tau fibril ThT -4%, RECQ1 inh -8%, Tau FP inhib 1%, RGS12 GoLoco inh -9%, KDM4E inh -4% and L3MBTL1 block -2%.
`Cc1cccc(C(=O)NCCN(C)C)c1` gave TRb SRC2 PPI -6%, TR SRC2 fluor cs 0%, Tau fibril ThT -16%, RECQ1 inh 3%, Tau FP inhib 2%, RGS12 GoLoco inh 11% and KDM4E inh 12%.
For COC(=O)NC(CCc1ccccc1)C(C(=O)OC)C(=O)OC (stereo unspecified) the results were TRb SRC2 PPI 1%, TR SRC2 fluor cs -4%, Tau fibril ThT 7%, RECQ1 inh -14%, Tau FP inhib 0%, RGS12 GoLoco inh -4% and KDM4E inh -3%.
Cn1c(N)c(C(=O)CCl)c(=O)n(Cc2ccccc2)c1=O was read as TRb SRC2 PPI 1%, TR SRC2 fluor cs 0%, Tau fibril ThT -2%, RECQ1 inh -6%, Tau FP inhib -3%, RGS12 GoLoco inh 1%, KDM4E inh -2% and L3MBTL1 block 10%.
Screening C=C(C)c1cccc(C(C)(C)NC(=O)N2CCC(C)CC2)c1 returned TRb SRC2 PPI -5%, TR SRC2 fluor cs -1%, Tau fibril ThT -11%, RECQ1 inh -2%, Tau FP inhib -5%, RGS12 GoLoco inh -3% and KDM4E inh 5%.
Screening CCOC(=O)N1CCN(C(=O)c2ccc3c(c2)NC(=O)C(N2CCOCC2)S3)CC1 (stereo unspecified) returned TRb SRC2 PPI -3%, TR SRC2 fluor cs -4%, Tau fibril ThT -7%, RECQ1 inh -2%, Tau FP inhib 4%, RGS12 GoLoco inh 10%, KDM4E inh 4% and L3MBTL1 block 3%.
`Cc1nc(Cl)c2c(n1)NC(=O)CO2` gave TRb SRC2 PPI 3%, TR SRC2 fluor cs -2%, Tau fibril ThT 6%, RECQ1 inh -1%, Tau FP inhib -2%, RGS12 GoLoco inh 10%, KDM4E inh 6% and L3MBTL1 block 8%.
For CCN1CCN(Cc2ccc(NC(=O)c3cc(NC(=O)C(=O)c4c[nH]c5ccccc45)cc(OC)c3)cc2C(F)(F)F)CC1 the results were TRb SRC2 PPI 12%, TR SRC2 fluor cs -4%, Tau fibril ThT -14%, RECQ1 inh inactive, Tau FP inhib 14µM*, RGS12 GoLoco inh 11% and KDM4E inh -25%.
For C=C(C)c1nc(N)nc(N)n1 the results were TRb SRC2 PPI -7%, TR SRC2 fluor cs 0%, Tau fibril ThT -13%, RECQ1 inh -1%, Tau FP inhib -5%, RGS12 GoLoco inh -1%, KDM4E inh 4% and L3MBTL1 block 3%.

Compounds above with an NH in an aromatic ring:
For COc1ccc(-c2nnn(CC(=O)NCCc3c[nH]c4ccccc34)n2)cc1OC the results were TRb SRC2 PPI 0%, TR SRC2 fluor cs -7%, Tau fibril ThT -13%, RECQ1 inh -1%, Tau FP inhib 3%, RGS12 GoLoco inh 6%, KDM4E inh -2% and L3MBTL1 block -8%.
For CCN1CCN(Cc2ccc(NC(=O)c3cc(NC(=O)C(=O)c4c[nH]c5ccccc45)cc(OC)c3)cc2C(F)(F)F)CC1 the results were TRb SRC2 PPI 12%, TR SRC2 fluor cs -4%, Tau fibril ThT -14%, RECQ1 inh inactive, Tau FP inhib 14µM*, RGS12 GoLoco inh 11% and KDM4E inh -25%.
